# High-throughput results from PubChem BioAssay.
# Rab9 prom act = activators of Rab9 promoter; Huh7 Rab9 promoter-luciferase reporter, luminescence, 24 h; Potency, µM (highest dose often 9.22 µM), for the others: at the top dose activation, negative = inhibition, actives largely listed as activators; 2.8% of 320,000 active; further: potency means the concentration at half of the fitted maximal effect; % of control where 0% means no effect; nearly all actives have a fitted effect of over 60% in size
#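 Luminescence read-out: Huh7 cells stably expressing Rab9-luciferase, treated 24 h with compound at 37 °C, then lysed with luciferase reagent for 10 min at ambient before reading.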
# KCNH2 3.1 block = inhibitors of human KCNH2 3.1 potassium channel isoform; U2OS KCNH2 3.1, thallium flux FluxOr; hits give low values; activity change, % (tested at about 1.8 µM); 0.95% of 340,000 active; AID 720553;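 active means maximum activity change below -70%; inconclusive means maximum activity change from -70% to -50%; inactive means maximum activity change above -50%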;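 further: thallium influx rate constant from kinetic fluorescence after stimulation buffer; on the % scale 0 is the no-effect control and ±100 the full control effect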
#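 Virally transduced U2OS (3.1 isoform, 4 h infection in dark at RT) → overnight 37 C → FluxOr + Red40 in HBSS/HEPES, 45 min → stimulation buffer, 2 min kinetic read → rate constant vs DMSO controls.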
# ELG1 genotoxic = induces genotoxicity in HEK293T cells with luciferase-tagged ELG1; HEK293T ELG1-luciferase reporter, luminescence, 16 h; Potency, µM (titrated, usually from 46 µM), without a hit: at the top dose activity change, positive = activation, most hits filed as activators; 1.3% of 330,000 active; AID 504466; further: potency means the concentration at half of the fitted maximal effect; % of control where 0% means no effect; nearly all actives have a fitted effect of over 60% in size
#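 ELG1-luciferase HEK293T cells, 2,000/well; compound pinned in; 16 hr, 37 °C, 5% CO2; ONE-Glo, 30 min RT; luminescence on CCD imager.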
# RORgamma inh = inhibitors of mouse ROR gamma transcriptional activity; Potency, µM (top dose mostly 53.6 µM), for the others: top-dose activity change, negative = inhibition, usual class: inhibitors; AID 2551; P51450; Drosophila S2 Gal4-RORgamma UAS-luciferase reporter, 20 h; 5.4% of 310,000 active; further: potency means the concentration at half of the fitted maximal effect; on the % scale 0 is the no-effect control and ±100 the full control effect; nearly all actives have a fitted effect of over 60% in size
#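 In this cell-based reporter format, copper sulfate (700 uM final) drives Gal4–ROR gamma fusion expression from a metallothionein promoter in Drosophila Schneider cells; compounds preincubated 1 hr, reporter read after 20 hr at ambient temperature.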
# Coupling enz = counter-screen for Giardia aldolase inhibitors: coupling enzyme system; coupling enzyme system counterscreen, AmpLite Red fluorescence; activity change, negative = inhibition, % at 58.2 µM, hits read low; 0.67% of 290,000 active; AID 2472; in the data active means activity change below about -30%; further: on the % scale 0 is the no-effect control and ±100 the full control effect
#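 Fluorescence at 525 nm excitation and 598 nm emission measured inhibition of the coupled detection system without aldolase. Compounds (at 57.5 uM final) were preincubated 10 min at room temperature with coupling enzyme reagent before a 20 min substrate/AmpLite Red step.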
# Giardia killer = kills Giardia lamblia | 0.15% of 340,000 active | Giardia lamblia trophozoite viability | activity change, % at 7.66 µM, hits read low; in the data active means activity change below about -80%; inconclusive means between about -30% and that limit;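 further: parasites exposed to compound for two days anaerobically before the ATP read; on the % scale 0 is the no-effect control and ±100 the full control effect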
#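 Giardia lamblia trophozoites (100 cells/well) were incubated with compounds for 48 h at 37 deg C under anaerobic conditions. Viability was read as ATP content by one-step luminescence after 15-30 min at room temperature.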
# NPC1 prom act = activators of NPC1 promoter | Huh7 NPC1 promoter luciferase reporter, 24 h | Potency, µM (highest dose often 9.22 µM), inactives show at the top dose activation, usual class: activators | 2.4% of 320,000 active | AID 485313;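 further: potency means the concentration at half of the fitted maximal effect; % of control where 0% means no effect; nearly all actives have a fitted effect of over 60% in size; reporter is driven by a mutant NPC1 promoter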
#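 Huh7 reporter cells (NPC1 promoter driving luciferase) are dosed with compound for 24 h at 37 °C, 5% CO2; luciferase detection reagent is then added and luminescence measured after 10 min at ambient temperature.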
# Gal4-VP16 FLuc = Gal4-VP16 reporter inhibition counter-screen; Drosophila S2 Gal4-VP16 UAS-luciferase, luminescence, 20 h; Potency, µM (top dose mostly 53.6 µM), inactives show at the top dose activity, negative = inhibition, actives largely listed as inhibitors; 3.5% of 310,000 active; AID 2546;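 further: Gal4-VP16 expression switched on by copper sulfate through the metallothionein promoter; potency means the concentration at half of the fitted maximal effect; on the % scale 0 is the no-effect control and ±100 the full control effect; nearly all actives have a fitted effect of over 50% in size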
# Tb PFK inh = inhibitors of T. brucei phosphofructokinase; O15648; T. brucei PFK, ADP-Glo luminescence; Potency, µM (highest dose often 57.5 µM), without a hit: top-dose activity, negative = inhibition, usual class: inhibitors; 0.17% of 330,000 active;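 further: potency means the concentration at half of the fitted maximal effect; 0% = uninhibited 1x PFK enzyme wells and -100% = no-enzyme wells; nearly all actives have a fitted effect of over 60% in size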
# Target sequence (O15648 whole entry, looked up): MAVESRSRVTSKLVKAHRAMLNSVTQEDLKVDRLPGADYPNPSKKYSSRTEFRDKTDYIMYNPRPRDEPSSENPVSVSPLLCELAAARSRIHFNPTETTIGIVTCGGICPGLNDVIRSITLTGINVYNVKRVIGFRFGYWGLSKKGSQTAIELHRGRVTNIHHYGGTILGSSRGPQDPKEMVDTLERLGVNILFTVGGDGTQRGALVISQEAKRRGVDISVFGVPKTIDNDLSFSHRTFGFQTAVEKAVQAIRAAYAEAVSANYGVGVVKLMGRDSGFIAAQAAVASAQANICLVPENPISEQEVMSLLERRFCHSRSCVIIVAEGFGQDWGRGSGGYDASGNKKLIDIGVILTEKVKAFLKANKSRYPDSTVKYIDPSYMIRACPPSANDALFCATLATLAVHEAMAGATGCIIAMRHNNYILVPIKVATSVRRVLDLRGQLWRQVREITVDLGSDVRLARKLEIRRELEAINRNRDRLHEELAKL
#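 Luminescent ADP detection (ADP-Glo, two-step: ATP depletion then ADP-to-ATP conversion for luciferase) reported PFK activity after 45 min room-temperature reaction of 1.25 nM enzyme with 0.5 mM F6P and 0.1 mM ATP at pH 8.0.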
# FLuc modulator = counter-screen for miR-21 project: firefly luciferase inhibitors or activators. Potency, µM (series often up to 57.5 µM), for the others: top-dose activity change, negative = inhibition, hits mostly inhibitors. purified FLuc, Km substrates, luminescence inhibition. AID 588342. P08659. 6.9% of 360,000 active;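 further: potency means the concentration at half of the fitted maximal effect; plate controls were vehicle for no effect and reference inhibitor for full effect; nearly all actives have a fitted effect of over 55% in size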
# Target sequence (P08659 whole entry, looked up): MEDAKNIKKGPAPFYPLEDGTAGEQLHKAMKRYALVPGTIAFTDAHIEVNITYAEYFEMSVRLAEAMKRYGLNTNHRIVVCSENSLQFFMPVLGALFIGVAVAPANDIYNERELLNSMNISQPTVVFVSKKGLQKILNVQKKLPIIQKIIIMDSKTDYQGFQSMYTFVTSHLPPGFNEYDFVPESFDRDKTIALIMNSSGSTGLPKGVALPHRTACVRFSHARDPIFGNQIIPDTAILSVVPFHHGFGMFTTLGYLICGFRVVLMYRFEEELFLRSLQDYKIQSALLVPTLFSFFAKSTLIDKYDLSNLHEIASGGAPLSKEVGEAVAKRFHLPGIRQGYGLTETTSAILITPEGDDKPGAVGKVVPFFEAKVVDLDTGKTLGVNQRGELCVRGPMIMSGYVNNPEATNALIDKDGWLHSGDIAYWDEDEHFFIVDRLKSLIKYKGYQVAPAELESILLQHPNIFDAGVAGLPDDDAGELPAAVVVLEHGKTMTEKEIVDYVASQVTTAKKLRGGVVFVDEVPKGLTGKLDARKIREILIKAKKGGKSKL
#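 Purified P. pyralis luciferase (10nM final) with 10uM D-luciferin and 10uM ATP (Km levels) in 50mM Tris acetate pH 7.5, 10mM Mg acetate, 0.01% Tween-20, 0.05% BSA; qHTS 6-point titration, ~60 µM downward; luminescence read.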
# uPA generation = cell surface uPA generation inhibition | 0.31% of 330,000 active | cell surface uPA generation assay, qHTS | AID 540303 | Potency, µM (series often up to 38.3 µM), inactives show top-dose activity change, negative = inhibition, most hits filed as inhibitors; active means well fitted inhibition curve with a large enough effect; inconclusive means small, poorly fitted or top-dose-only effect; inactive means no such curve, though single readings can be large or run the other way; tested in mouse RAW 264.7 cells; further: potency means the concentration at half of the fitted maximal effect; on the % scale 0 is the no-effect control and ±100 the full control effect; nearly all actives have a fitted effect of over 55% in size
# Active calls of the source: *; u = inconclusive; x = no result given; [ ] = dose if it differs, or a comment. Unless noted, the call rests on the fitted dose curve; in most records, active means well fitted curve in the direction sought with a large enough effect; inconclusive means small, poorly fitted or top-dose-only effect, or another doubt; inactive means no such curve, though single readings can be large; an effect the other way counts as inactive or inconclusive.
SMILES,Rab9 prom act,KCNH2 3.1 block,ELG1 genotoxic,RORgamma inh,Coupling enz,Giardia killer,NPC1 prom act,Gal4-VP16 FLuc,Tb PFK inh,FLuc modulator,uPA generation
COc1ccc([N+](=O)[O-])cc1/C=N/Nc1nc(N2CCCCC2)nc(N2CCCCC2)n1,-8%,7,-11%,-30%,-3,-6,9%,-6%,-5%,2%,-3%
O=C(COc1ccccc1Cl)NNC(=O)C1CCCO1 (centres undefined),-12%,-5,1%,10%,-1,-2,2%,-6%,-4%,-6%,1%
Cc1noc(C)c1COc1ccccc1C(=O)Nc1ccc(C(N)=O)cc1,-10%,19,6%,x,x,-12,-3%,x,3%,-2%,-12%
CCN(CC)CCN(C(=O)c1cccc(N2C(=O)CCC2=O)c1)c1nc2cc3c(cc2s1)OCO3,-2%,0,4%,-14%,-1,-4,-3%,-13%,-3%,3%,-2%
COc1ccc(/C=N/Nc2nc(-c3cccnc3)nc3ccccc23)c(OC)c1,1%,-3,-10%,-3%,1,-16,1%,-4%,-2%,2.4µM*,-8%
CNC(=O)C(C#N)(Cc1cc(C(C)=O)ccc1OC)Cc1cc(C(C)=O)ccc1OC,0%,5,-7%,3%,1,29,9%,2%,0%,1%,-1%
O=C1N2CN(C(c3ccccc3)c3ccccc3)CN=C2SC1(CO)CO,-2%,15,-11%,-31%,4,-3,-1%,3%,-7%,0%,4%
O=C1Nc2ccc(S(=O)(=O)N(CCO)CCO)c3cccc1c23,17%,-4,12%,-3%,1,-16,-3%,-2%,2%,-1%,-4%
CC(=O)NC1C(=O)N(CCc2ccccc2)c2ccccc21 (centres undefined),3%,2,0%,u,-2,10,0%,1%,-1%,-9%,2%
CSC(=S)N/N=C/c1ccccc1,-4%,x,-2%,1.4µM*,-1,14,-2%,3.2µM*,-2%,15µM*,-2%
Cc1cc(=O)[nH]c(SCC(=O)Nc2ccc(S(N)(=O)=O)cc2)n1,-9%,-3,2%,2%,5,7,-8%,-4%,-11%,-1%,3%
COC(=O)c1cc(Br)ccc1OC(=O)c1cccnc1,-2%,-2,1%,-14%,-1,13,-5%,-5%,-2%,-2%,2%
COc1cccc(CN2CCC(C(=O)N3CCN(c4ccccc4F)CC3)CC2)c1OC,-34%[inhibitor],5,-2%,-6%,0,3,3%,-11%,-7%,-2%,-2%
O=C(NCCCc1ccccc1)c1cnc2n(c1=O)CCS2,u,-13,21%,-27%,7,11,u,2%,-6%,u,x
O=C(Cc1ccccc1)Nc1ccc(NC(=O)c2cccs2)cc1Cl,-4%,25,9%,7%,2,1,-1%,-11%,0%,1%,1%
Cc1cccc(CNS(=O)(=O)c2ccc(-c3ccc(=O)[nH]n3)s2)c1,-4%,-2,8%,-6%,x,6,0%,-1%,0%,-1%,1%
Cc1cccc(C(=O)N/N=C/c2ccccn2)c1,3.5µM*,-9,u,6.3µM*,4,-19,u,14µM*,0%,19µM*,-5%
CC(=O)Nc1ccc(S(=O)(=O)NCC(=O)OCC(=O)N2CCCc3ccccc32)cc1,4%,-19,5%,-31%,3,9,-2%,1%,4%,4%,4%
O=C(/C=C/c1ccccc1[N+](=O)[O-])N1CCN(C(=O)c2ccco2)CC1,0%,-4,1%,37%,2,-1,-5%,5%,-1%,-2%,2%
c1ccc(C2CCC(N3CCN(c4ccccc4)CC3)CC2)cc1 (centres undefined),-6%,-12,-6%,-25%,3,-9,2%,u,9%,2%,-6%
COc1ccc(-n2c(C)cc(-c3csc(NC(=O)c4ccc(S(=O)(=O)N(C)C)cc4)n3)c2C)cc1,-18%,4,-8%,-6%,0,-19,-8%,-1%,2%,-2%,4%
O=C(NCc1ccccc1)N1CCC(CO)(Cc2cccc(F)c2)CC1,0%,-4,-7%,31%,3,4,3%,-5%,15%,-3%,9%
COc1ccc(-n2cc3c(-c4cccc(Br)c4)nnc(C)c3n2)cc1,-6%,2,5%,44%,1,u,1%,-18%,-1%,2%,-21%
C=CCn1c(Cc2cccs2)nnc1SC/C=C/c1ccccc1,2%,3,-10%,u,1,5,8%,u,-3%,-19%,x
O=C(CCC(=O)c1ccccc1)Nc1ccccc1OC(F)F,1%,6,-1%,31%,3,2,-5%,13%,5%,2%,2%

# Arranged by the number under NPC1 prom act (high to low): 3 from the list above
Compound	Rab9 prom act	RORgamma inh	NPC1 prom act	Tb PFK inh	uPA generation
COc1ccc([N+](=O)[O-])cc1/C=N/Nc1nc(N2CCCCC2)nc(N2CCCCC2)n1	-8%	-30%	9%	-5%	-3%
COc1ccc(/C=N/Nc2nc(-c3cccnc3)nc3ccccc23)c(OC)c1	1%	-3%	1%	-2%	-8%
O=C(/C=C/c1ccccc1[N+](=O)[O-])N1CCN(C(=O)c2ccco2)CC1	0%	37%	-5%	-1%	2%

# The list continues.
SMILES,Rab9 prom act,KCNH2 3.1 block,ELG1 genotoxic,RORgamma inh,Coupling enz,Giardia killer,NPC1 prom act,Gal4-VP16 FLuc,Tb PFK inh,FLuc modulator,uPA generation
NC(=O)c1ccsc1NC(=O)CSc1nncs1,-1%,6,-1%,x,x,3,0%,x,11%,-4%,0%
COc1ccccc1OCc1ccc(C(=O)NN)cc1,0%,4,0%,-19%,1,-8,-3%,3%,2%,0%,0%
COc1ccc(S(=O)(=O)N2CCCOC2CNC(=O)C(=O)NCc2ccco2)cc1 (centres undefined),2%,7,5%,14%,2,0,-1%,-6%,0%,-3%,-5%
Cc1ccc(CNC(=O)c2cccc3c2C(=O)c2ccc(N4CCCCC4)cc2S3(=O)=O)cc1,2%,12,-1%,x,x,-14,13%,x,0%,u,-14%
COc1ccc(N(CC(=O)O)S(=O)(=O)c2ccc(OC)c(OC)c2)cc1,-1%,3,0%,11%,4,-3,-4%,1%,1%,1%,2%
CN(CC(=O)Nc1ccc(S(=O)(=O)N2CCCC2)cc1)Cc1ccc(Cl)c(Cl)c1,-5%,-8,-7%,-2%,-6,-12,-2%,-29%,0%,1%,-6%
Cc1ccccc1CN1CCSc2sccc2C1=O,5%,2,-10%,-3%,-4,-6,-4%,u,0%,2%,u
Cc1ccc(N2CCN(CC3CC=CCC3)CC2)cc1 (centres undefined),-11%,-7,0%,13%,2,0,1%,3%,-6%,2%,2%
O=C(NCCN1CCCCC1)c1cc2ccccc2[nH]1,2%,-8,2%,1%[10 µM],-2,-10,3%,8%,-3%,-2%,5%
N#Cc1c(N2CCOCC2)nsc1-c1ccccc1,u,-4,u,26%,4,-8,u,-9%,-7%,u,-15%
O=C(CN1CCCCCC1)Nc1ccc(Oc2ccccc2)cc1,1%,-96*,-8%,0%,-12,-5,-10%,-6%,-4%,-8%,1%
O=C(COc1ccc(S(=O)(=O)N2CCOCC2)cc1)Nc1ccc(Cl)c(C(F)(F)F)c1,-4%,7,-18%,-1%,1,5,-5%,u,u,2%,u
CCCn1c(CNC(=O)c2cccs2)nc2ccccc21,-9%,31,-6%,u,1,-7,-1%,-2%,-3%,-2%,0%
COc1ccc(C(=O)c2coc3ccc(O)c(CN4CCCC4)c23)cc1,9%,-15,-18%,29%,-2,-15,1%,4%,-4%,-6%,u
COc1ccc(-c2ccnc(SCC(=O)Nc3ccccn3)n2)cc1,-6%,5,-2%,u,-1,-4,-2%,14%,1%,u,-6%
Cc1ccc(S(=O)(=O)CNC(=O)c2ccccc2)cc1,1%,0,x,u,0,11,-2%,-21%,-1%,0%,7%
O=C(COC(=O)c1ncc(Cl)c(Cl)c1Cl)c1ccc(Cl)s1,4%,-3,1%,-8%,-1,5,10%,-16%,-10%,12µM*,2%
N[C@@H](Cc1ccccc1)C(=O)N1CCC(C(=O)N[C@@H](Cc2c[nH]c3ccccc23)C(=O)O)CC1,-25%,-12,-2%,4%,1,-12,3%,3%,1%,0%,1%
CCOC(=O)c1c(-c2ccc(C)o2)csc1NC(=O)CN(C)CC(=O)Nc1ccc(C)cc1,29%,-3,13%,13µM*,-1,7,-1%,u,-21%,1%,3%
CC(C)[C@H](NC(=O)N1CC(=O)Nc2ccccc21)C(=O)N[C@H](Cc1c[nH]c2ccccc12)C(=O)O,1%,1,1%,1%,0,10,-1%,8%,4%,3%,7%
CCOc1ccc(NC(=O)CSc2nnc(C3CC3)n2C)cc1S(=O)(=O)N1CCCCC1,-2%,6,0%,x,x,-18,2%,x,0%,0%,-1%
O=C(COC(=O)C1=COCCO1)Nc1ccc(Br)cc1Br,x,-3,3%,x,x,2,x,x,-1%,x,-4%
COc1ccc(-c2cc(C(F)(F)F)nc(S(=O)(=O)CCCC(=O)Nc3cc(C)on3)n2)cc1OC,5%,18,u,3.5µM*,-1,2,-1%,u,-10%,6%,-17%
O=C(OCc1c(-c2ccccc2)ncc2ccccc12)c1ccc(C(F)(F)F)cc1,x,9,17%,x,x,20,x,x,0%,x,-3%
O=C(Nc1ccccc1)C1CCN(S(=O)(=O)c2cccs2)CC1,-1%,10,1%,x,x,10,-2%,x,0%,6%,8%
